JMJD2C inh: blocks human GASC-1 demethylase activity | inhibition, % at 2.35 µM | GST-JMJD2C(1-420) H3K9me3 demethylation, DELFIA europium | Q9H3R0 | AID 2099 | actives 0.069% (n = 330,000);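 active means more than half of a compound's replicate wells show inhibition beyond 50%, single wells judged on their own value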;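 further: signal counts dimethyl H3K9 product captured on neutravidin plate; 0% = median of DMSO wells and 100% = 0.3 times that DMSO median; strong numbers were not always called active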
Target sequence (Q9H3R0 1-420 limits assumed): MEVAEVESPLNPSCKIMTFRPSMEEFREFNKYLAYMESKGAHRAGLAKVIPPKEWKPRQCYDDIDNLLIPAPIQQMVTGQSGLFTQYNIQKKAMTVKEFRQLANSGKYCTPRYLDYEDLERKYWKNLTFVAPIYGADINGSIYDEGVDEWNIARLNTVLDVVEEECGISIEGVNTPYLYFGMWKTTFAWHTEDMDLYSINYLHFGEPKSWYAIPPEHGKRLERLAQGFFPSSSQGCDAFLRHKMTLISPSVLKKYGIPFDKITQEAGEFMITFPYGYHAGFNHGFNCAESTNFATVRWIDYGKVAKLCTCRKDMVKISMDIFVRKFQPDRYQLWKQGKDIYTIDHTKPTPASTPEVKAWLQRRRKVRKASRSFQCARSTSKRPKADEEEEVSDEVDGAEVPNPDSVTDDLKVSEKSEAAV
PP5 inh: PP5 (human) phosphatase inhibition; P53041; purified PP5c, OMFP substrate fluorescence; inhibition, % at 6.7 µM; actives 0.18% (n = 320,000); AID 1987;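 active means inhibition above the campaign's mean inhibition across all tested compounds plus 3 SD, cut at about 9.5% in these data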;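 further: 0% = DMSO only and 100% = 100 µM cantharidin control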
Fh CTSL1 inh: counter-screen for PFM18AAP inhibitors: inhibitors of F. hepatica cathepsin L1; recombinant F. hepatica cathepsin L1, Z-Leu-Arg-MCA fluorescence; inhibition, % at 5.96 µM; actives 0.49% (n = 300,000); AID 1906;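 active means inhibition above the mean of all tested compounds plus 3 SD, set per screening campaign, cut at about 17% in these data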;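 further: 0% = plate median of test compound wells and 100% = 1 µM Z-Phe-Ala-diazomethylketone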
PP1 inh: counter-screen for PP5 inhibitors: inhibitors of human PP1-alpha; P62136; purified PP1alpha, OMFP fluorescence; inhibition, % at 6.7 µM; actives 0.9% (n = 320,000); AID 2235;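 active means inhibition above the mean inhibition of all tested compounds plus 3 SD, computed separately for each screening campaign, cut at about 15% in these data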
LYPLA2 counter: counter-screen for PME1 inhibitors: inhibitors of human LYPLA2; AID 2177; recombinant LYPLA2, FP-Rh probe fluorescence polarization; inhibition, % at 5.9 µM; actives 0.38% (n = 320,000); O95372;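 active means inhibition above the screen-wide mean plus 3 SD, limit set per campaign, cut at about 26% in these data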;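 further: 0% = LYPLA2 with DMSO and 100% = wells lacking LYPLA2 enzyme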
Efflux pump inh: antifungal efflux pump inhibition, Nile Red retention; S. cerevisiae Candida pump triplex; inhibition, % at 10 µM; actives 0.44% (n = 330,000); AID 485275;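 active means plate passing quality check with inhibition over a set limit, or well fluorescence over plate mean plus 4 SD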;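 further: Nile Red retained in pooled yeast measured as flow cytometry median fluorescence; 0% = buffer negative control and 100% = Enniatin B positive control; higher means more Nile Red kept so more efflux inhibition; some compounds called inactive have numbers as strong as hits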
TPT1 inhibitor: C. albicans TPT1 enzyme inhibition; recombinant caTPT1, FP RNA substrate dephosphorylation; inhibition, % at 5 µM; actives 0.81% (n = 300,000); AID 1962;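 active means inhibition above the mean of all tested compounds plus 3 SD, set per screening campaign, cut at about 24% in these data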;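 further: plate controls were DMSO alone for no effect and ferristatin control at 100 nM for full effect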
HCV core dimer: blocks dimerization of HCV core protein | inhibition, % at 5 µM | TR-FRET GST/Flag-core106 dimerization, 1536-well | actives 0.33% (n = 300,000) | AID 1899;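 active means inhibition above the mean of all tested compounds plus 3 SD, set per screening campaign, cut at about 45% in these data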
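System – GST-tagged and Flag-tagged HCV core protein residues 1-106 · Repeats – one well for each compound · Technique – TR-FRET 671 and 617 nm emission · Doses – one concentration, 5 µM, in 0.5% DMSO · Times – 4 h, 22.5 °C incubation · Also added – Eu donor and XL665 acceptor anti-tag antibodies · Measure – percent inhibition of core106 dimerization signal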
PREPL inh: inhibits the human prolyl oligopeptidase-like enzyme; inhibition, % at 5.96 µM; Q4J6C6; recombinant PREPL, fluorescence polarization activity-based probe; actives 0.68% (n = 320,000); in the data active means inhibition above about 43%;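 further: 0% = enzyme with DMSO and 100% = wells lacking enzyme; many of its hits are not listed in these tables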
Target sequence (Q4J6C6 whole entry, looked up): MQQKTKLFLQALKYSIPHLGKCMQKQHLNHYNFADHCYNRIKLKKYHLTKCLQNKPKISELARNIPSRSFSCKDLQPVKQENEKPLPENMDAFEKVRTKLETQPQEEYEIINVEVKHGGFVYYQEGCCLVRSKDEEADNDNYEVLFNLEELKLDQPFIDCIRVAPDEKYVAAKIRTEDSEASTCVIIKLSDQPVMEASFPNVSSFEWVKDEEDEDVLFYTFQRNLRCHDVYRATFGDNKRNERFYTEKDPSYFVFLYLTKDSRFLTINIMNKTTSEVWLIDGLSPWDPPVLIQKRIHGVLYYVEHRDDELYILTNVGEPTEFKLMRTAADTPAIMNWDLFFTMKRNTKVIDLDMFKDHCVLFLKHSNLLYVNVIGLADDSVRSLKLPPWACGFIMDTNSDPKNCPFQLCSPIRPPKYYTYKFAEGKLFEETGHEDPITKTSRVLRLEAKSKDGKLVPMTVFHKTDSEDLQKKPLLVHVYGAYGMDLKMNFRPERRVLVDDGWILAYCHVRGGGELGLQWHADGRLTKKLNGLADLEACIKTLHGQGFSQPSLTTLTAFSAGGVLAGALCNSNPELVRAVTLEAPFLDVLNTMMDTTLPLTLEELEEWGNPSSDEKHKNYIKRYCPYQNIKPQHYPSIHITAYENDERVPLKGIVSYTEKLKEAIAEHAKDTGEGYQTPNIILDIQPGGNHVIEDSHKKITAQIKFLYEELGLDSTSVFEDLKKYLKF
* = called active by the depositor; nt = not tested or not shown. This is a subset, so the mix of outcomes need not match the whole.

SMILES	JMJD2C inh	PP5 inh	Fh CTSL1 inh	PP1 inh	LYPLA2 counter	Efflux pump inh	TPT1 inhibitor	HCV core dimer	PREPL inh
COc1ccc(-c2nnnn2C)cc1S(=O)(=O)Nc1ccc(C)cc1C	3	-0.2	2	0	7	-0.3	0	2	1
Cc1noc(C)c1COC(=O)C1CC(O)CN1S(=O)(=O)c1ccc(Cl)cc1 (stereo not given)	13	2.2	-3	-4	3	-0.1	-1	5	10
COc1ccc2c(c1OC)C(=O)N(c1cccc(C)c1)C2=O	-22	2.2	0	-1	4	0.3	-1	-5	5
COc1ccccc1CNC(=O)[C@H](C)NC(=O)C1CCN(C(=O)[C@@H]2CCCN2C(=O)OC(C)(C)C)CC1	-16	-1.0	-1	-4	4	0.0	-2	-2	3
COC(=O)C1=C(C)N(C)C(=S)NC1c1cc(OC)ccc1OC (stereo not given)	7	0.0	2	-2	2	-0.1	-2	1	0
CC(C)NC(=O)c1onc(CSc2ccccn2)c1C(=O)NC(C)C	33	1.2	0	1	0	-0.2	0	-11	6
CCC1COCCS(=O)(=O)N1Cc1ccccc1F (stereo not given)	-7	0.0	2	-1	2	0.0	-1	-12	15
FC(F)(F)c1cccc(Cc2noc(CN3C[C@@H]4CCC[C@H]3C4)n2)c1	0	-1.3	-1	-4	-5	0.0	-2	3	10
O=C(NCCNc1ccc([N+](=O)[O-])cc1Cl)c1ccccc1F	-6	2.6	0	0	13	0.0	1	-9	26
Cn1cccc1C(=O)c1cccc([N+](=O)[O-])c1	8	0.4	-2	-1	-7	0.0	-4	-3	7
Cc1c(NP(=O)(c2ccc(Br)cc2)c2ccc(Br)cc2)c(=O)n(-c2ccccc2)n1C	-22	0.8	2	-2	-10	-0.1	-4	3	-91
COC(=O)c1c(NC(=O)C(=O)NCCCN2CCOCC2)sc2c1CCCC2	7	-2.3	1	0	1	-0.3	-2	-3	16
CC(=O)NC(CC(=O)Nc1cccc(S(=O)(=O)N2CCCCC2)c1)c1ccccc1 (stereo not given)	6	3.2	-3	-2	-7	0.0	2	2	-2
CCCN(CC1CCCO1)C(=O)c1cc(COc2cccc(OC)c2)on1 (stereo not given)	20	2.9	-1	-4	4	0.0	-3	-2	6
Cc1ccc(N(CC(=O)Nc2ccccc2-c2ccccc2)S(=O)(=O)c2ccccc2)c(C)c1	-15	2.6	1	6	-9	0.0	-1	14	2
O=c1c2ccccc2nc2n1C1(CCCCC1)Cc1ccccc1-2	3	2.3	2	2	-2	-0.1	-2	0	10
O=C1[C@H]2[C@@H](/C=C/c3ccccc3)N3C(=O)CN(CCO)C(=O)[C@@]3(Cc3ccccc3)[C@H]2C(=O)N1c1ccccc1	4	3.8	-7	0	-4	0.1	-2	-13	2
Cc1ccc(CN2CC(=O)N3[C@H]4c5cc(C)ccc5OC[C@@H]4[C@H](c4ccccc4)[C@]3(C)C2=O)cc1	-3	3.6	nt	9	-2	0.5	nt	nt	1
COc1ccccc1CNC(=O)C1CCCC1	-1	-0.9	-1	-1	-8	0.0	-1	9	1
COc1ccccc1-n1c(SCc2cc(=O)oc3cc(O)ccc23)nc2ccccc2c1=O	-10	1.2	5	15	-25	-0.2	-1	39	19
CCCOc1ccc(C(=O)NNC(=S)NC(=O)c2ccco2)cc1	-15	3.5	16	6	-1	-0.2	1	-6	9
CCOc1ccc(CCNC(=O)c2ccc3ccccc3n2)cc1OCC	6	0.8	4	-2	-4	0.7	5	-2	3
C[C@@H](CN1C2=NC[C@H](Cc3ccccc3)N2C[C@H]1Cc1ccc(O)cc1)NC(=O)CCC1CCCCC1	-6	3.0	-2	1	1	0.2	-6	-15	-69
Cc1cc(NC(=O)Cn2nc(-c3ccccc3F)ccc2=O)ccc1-n1cnnn1	2	1.7	-2	-2	1	0.1	-1	7	-96
O=C(Nc1ccccc1)C1=C[C@H](c2ccc3c(c2)OCO3)C[C@H](OCCCCO)O1	-3	0.9	-2	-4	-8	-0.1	1	8	5
Going on with the list:
SMILES	JMJD2C inh	PP5 inh	Fh CTSL1 inh	PP1 inh	LYPLA2 counter	Efflux pump inh	TPT1 inhibitor	HCV core dimer	PREPL inh
CCCCNC(=O)Cn1nc([N+](=O)[O-])c([N+](=O)[O-])c1C	7	1.3	-11	0	7	-0.4	-2	-5	9
O=C(CS(=O)(=O)c1ccccc1)Nc1nnc(-c2cccs2)o1	-5	-3.2	4	-5	1	0.0	-2	4	3
COc1ccc2ccccc2c1/C=N/NC(=O)c1cccc(Br)c1	4	2.8	1	2	-35	-0.1	0	13	0
CCOC12CC(C)(C)CC(C)(CC3=C1C(=O)CC(C)(C)C3)C2 (stereo not given)	-5	-3.4	1	1	0	0.3	0	-10	6
CCS(=O)(=O)c1nc(S(=O)(=O)c2ccc(Cl)cc2)c(NCc2ccccn2)s1	nt	-0.8	0	-3	-2	0.0	0	4	-1
N#Cc1cccc(CN2CCC(=O)N([C@H](CO)c3ccccc3)CC2)c1	1	-0.8	1	-1	3	0.0	0	9	4
COc1ccc([C@H]2/C=C\CN(S(C)(=O)=O)[C@@H](C)C(=O)N2Cc2ccc(F)cc2)cc1	-4	1.3	2	-3	-2	0.0	-2	2	-2
COc1cc(C(=O)Nn2cnnc2)ccc1OC(F)F	6	-1.0	-1	1	2	0.0	0	-4	3
COc1ccc2c(=O)c(-c3ccccc3C)c(C)oc2c1	-12	1.8	0	-2	8	-0.1	-8	9	0
Cc1csc2c(NC3CCN(Cc4ccccc4)CC3)ncnc12	15	2.4	-4	0	7	0.1	-2	-12	9
O=C(CSc1nnnn1-c1cccc(O)c1)NC1CC1	-4	-0.9	-1	2	5	0.0	0	-4	1
N/C(=N\OC(=O)CCc1ccccc1)c1ccccc1Cl	4	1.2	-40	0	-5	-0.1	-2	3	4
O=c1[nH]c(=S)[nH]c2nc(-c3cccs3)cc(C(F)(F)F)c12	4	-0.3	8	-1	-2	0.0	-8	21	2
O=C1NC(c2ccccc2)=C(c2nc3ccccc3s2)C(c2ccc(O)cc2)N1 (stereo not given)	-7	5.3	4	-6	-5	0.4	2	10	-3
O=C(N/N=C/C=C/c1ccccc1)c1cc(C2CC2)[nH]n1	9	-1.3	1	0	-6	-0.1	-1	-3	0
CCN(CC)c1ccc(NC(=O)c2ccc(=O)[nH]c2)cc1S(=O)(=O)Nc1ccccc1OC	6	4.9	5	2	-12	0.0	2	27	12
CSc1cccc(CNC(=O)C2CCC(=O)N(CCCN3CCCC3=O)C2)c1 (stereo not given)	12	-0.7	0	1	-1	0.8	-1	4	6
O=C(Cc1ccccc1)NCC(=O)OC(c1ccccc1)c1ccccc1	2	1.5	-11	2	3	0.5	0	12	-4
O=C(COc1ccc2c3c(c(=O)oc2c1)CCC3)Nc1ccccn1	3	-0.4	-1	1	3	-0.1	3	2	4
O=C(Nc1ccc(S(=O)(=O)Nc2nccs2)cc1)c1cc(-c2ccccc2Cl)nc2ccccc12	8	3.1	3	5	6	-0.1	2	31	11
CC(C)n1cnc2cc(NCc3ccco3)ccc21	1	4.1	-2	-2	2	0.1	0	5	14
Cc1ccc(CNC(=O)c2cc(COc3c(F)cccc3F)on2)s1	-10	-1.9	4	13	9	-0.1	0	2	-12
COc1ccc(/C=N/n2c(-c3n[nH]c4c3CCC4)n[nH]c2=S)cc1	7	2.6	-2	0	6	0.0	1	2	-9
CCOc1ccccc1OCCCC(=O)Nc1nc2ccccc2[nH]1	2	1.5	1	-3	6	0.0	3	2	-19
CC(C)Sc1nnc(Cn2c(=O)sc3ccccc32)n1-c1ccccc1	-4	2.6	-4	-4	0	0.3	1	0	-10
Additional records follow.
SMILES	JMJD2C inh	PP5 inh	Fh CTSL1 inh	PP1 inh	LYPLA2 counter	Efflux pump inh	TPT1 inhibitor	HCV core dimer	PREPL inh
CSc1ncccc1C(=O)OCC(=O)c1ccc(S(=O)(=O)N2CCCCC2)cc1	0	2.4	1	0	31*	0.0	2	8	3
CCCCOc1ccc(C(=O)N2CCC(C)CC2)cc1	8	4.8	-2	0	0	0.0	3	5	-6
CCN(CC)CC(=O)Nc1sc(C)cc1C(=O)c1ccc(C)cc1	-21	-0.7	4	-2	1	0.0	0	12	-1
CCCCNC(=O)CSc1nnc(-c2cccc(S(=O)(=O)N3CCOCC3)c2)o1	nt	-0.1	nt	-2	2	-0.2	nt	nt	6
CN1CCN(NC(=O)c2cccc(Br)c2)CC1	1	-0.7	2	-3	1	-0.5	2	2	10
CCN(CC(=O)Nc1ccc(OC)cc1)C(=O)c1cc(S(=O)(=O)N(C)C)ccc1N1CCCC1	-1	4.0	5	-4	-5	0.0	-3	-2	-1
COc1cc(OC)cc(-c2nnc(SCc3cccc(C(=O)O)c3)o2)c1	1	-1.4	3	1	7	0.0	0	2	3
CC(C)Cn1c(=O)c(CCC(=O)Nc2ccc(N3CCOCC3)cc2)nc2cc(Cl)ccc21	5	0.1	0	-3	0	0.0	0	-11	11
CCCc1cc(=O)[nH]c(SCC(=O)NCc2ccc3c(c2)OCO3)n1	15	-2.4	1	0	-5	0.3	2	13	2
COc1ncnc2c1N[C@@](C)(O)c1c(F)c(F)c(F)c(F)c1S2	4	1.1	2	0	1	-0.2	1	-2	9
O=c1c(C(c2nnnn2C2CCCCC2)N2CCCCC2)coc2ccc(Cl)cc12 (stereo not given)	-1	2.3	-5	4	4	-0.1	-1	4	6
COCCCNC(=O)CCc1ccc(S(=O)(=O)Nc2ccc(C)cc2)cc1	2	3.1	1	3	-3	-0.1	1	0	11
Cc1c(/C=N/Nc2nc3ccccc3[nH]2)c2ccccc2n1C	-5	3.4	-3	13	4	-0.1	2	-27	45*
Cc1ccc(NC(=O)C2CCCN2C(=O)OC(C)(C)C)cc1C (stereo not given)	5	-1.8	1	-3	0	-0.1	-2	-3	10
CCCCc1nnc(SCC(=O)Nc2nccs2)n1CC	10	-1.5	4	-1	2	0.5	1	-1	7
O=C(CSc1ncn[nH]1)NCCc1ccc(Cl)cc1	23	0.3	-2	-3	3	-0.1	-3	-2	0
Cc1ccc(S(=O)(=O)N2CCCOC2CNC(=O)C(=O)NCc2ccncc2)cc1 (stereo not given)	2	-0.6	-1	-4	3	0.5	2	-5	15
CCn1nc(C)c(Br)c1C(=O)Sc1ccccc1Cl	-3	1.6	-7	-1	1	-0.1	-1	0	-3
COc1ccccc1N1CCN(Cc2ccc(O)c3ncccc23)CC1	-24	1.7	0	15*	2	0.2	-3	1	39
CC(C)(C)OC(=O)[C@H](Cc1ccccc1)NC(=O)c1[nH]cnc1C(=O)Nc1ccc(Cl)cc1	5	6.1	-1	6	-66	-0.1	-5	-14	1
Cc1nc(NC(=O)CN2CCOCC2)sc1-c1ccccc1	12	-1.4	2	-1	-4	0.1	2	1	6
CCCCN1CNC(=S)N(c2ccccc2OCC)C1	20	1.6	1	-3	3	0.1	-2	-6	5

In another format: 4 of the compounds above
SMILES | JMJD2C inh | PP5 inh | Fh CTSL1 inh | PP1 inh | LYPLA2 counter | Efflux pump inh | TPT1 inhibitor | HCV core dimer | PREPL inh
CCCCc1nnc(SCC(=O)Nc2nccs2)n1CC | 10 | -1.5 | 4 | -1 | 2 | 0.5 | 1 | -1 | 7
CCCc1cc(=O)[nH]c(SCC(=O)NCc2ccc3c(c2)OCO3)n1 | 15 | -2.4 | 1 | 0 | -5 | 0.3 | 2 | 13 | 2
COc1ccccc1N1CCN(Cc2ccc(O)c3ncccc23)CC1 | -24 | 1.7 | 0 | 15* | 2 | 0.2 | -3 | 1 | 39
O=C(CSc1ncn[nH]1)NCCc1ccc(Cl)cc1 | 23 | 0.3 | -2 | -3 | 3 | -0.1 | -3 | -2 | 0

Assay outcomes as filed in PubChem.
